RAD52 inh = RAD52 DNA annealing inhibitors, primary screen, biochemical, FRET, single point, set 2. DNA repair protein RAD52 homolog (Homo sapiens), P43351. recombinant RAD52 DNA annealing, FRET fluorescence. inhibition, % at 18.7 µM. actives 0.46% (n = 360,000);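 active = every replicate showing at least 50% inhibition; inconclusive = mean inhibition at least 50% but not in every replicate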
S100A4 inh HTS = inhibitors of S100A4-myosin IIA peptide binding, primary screen, biochemical, fluorescence polarization, TAMRA-MyoIIA peptide; inhibition, % at 10.7 µM; actives 0.14% (n = 360,000); AID 652163, 2013;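 active = mean inhibition of at least 70% across replicates, with every replicate also reaching that level; inconclusive = mean inhibition reaches 70% but some replicates fall short; inactive = mean inhibition below 70%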
Target sequence (P26447 whole entry, looked up): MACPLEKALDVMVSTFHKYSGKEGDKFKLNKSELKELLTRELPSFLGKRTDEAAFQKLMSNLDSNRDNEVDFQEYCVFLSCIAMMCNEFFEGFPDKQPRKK
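Material: S100A4 monomer protein | Medium: HEPES pH 7.2 with CaCl2, KCl, NaCl, DTT, Triton | Reagent: Labelled myosin peptide probe, 5 nM | Doses: One dose per compound | Times: 5 min incubation before reading | Benchmarks: Neutral control DMSO, positive control TFP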
RAD54 branch = inhibitors of human RAD54 branch migration, primary screen, biochemical, fluorescence, single point; DNA repair and recombination protein RAD54-like (Homo sapiens), Q92698; RAD54 Holliday junction branch migration, FAM/BHQ fluorescence; inhibition, % at 10.4 µM; actives 0.14% (n = 360,000);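 active = mean normalized replicate activity at least 40 and at least half of replicates scoring 40 or more; inconclusive = only one of the two criteria met; inactive = mean below 40 and under half of replicates reaching 40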;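 note: 0% = median of neutral control wells and 100% = median of positive control wells; inhibitors cause a drop in the FAM fluorescence signal; in these data hits start at about 50%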
ERp5 inh = inhibitors of ERp5-driven insulin aggregation, primary screen, biochemical, turbidity, absorbance 650 nm, single point | Protein disulfide-isomerase A6 (Homo sapiens), Q15084 | 90 min | inhibition, % at 9.99 µM | actives 0.05% (n = 350,000) | AID 651711, 2012;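 active = mean replicate inhibition above about 25%, with every replicate also reaching it, limit read from the data, passing the limit was not always enough; inconclusive = only one of those two criteria met; inactive = neither criterion met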
ERAP1 HTS inh = human ERAP1 aminopeptidase inhibitors, primary screen, biochemical, single point, plate reader; Endoplasmic reticulum aminopeptidase 1 (Homo sapiens), Q9NZ08; recombinant ERAP1, Leu-AMC fluorescence, 60 min; inhibition, % at 10.7 µM; actives 0.15% (n = 340,000);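 active = mean replicate inhibition of at least 30%, or all replicates individually reaching that 30% level; inactive = mean below 30% and not every replicate reaching it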;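 note: 0% = neutral control wells and 100% = L-leucinethiol positive control wells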
E-sel inducer = E-selectin induction in HUVECs, primary screen, imaging, HUVEC, immunofluorescence imaging, single point; P16581; actives 0.37% (n = 260,000); normalized: neutral wells 0, TNF-alpha wells 100; activation, % at 7.58 µM;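 active = mean E-selectin-positive cell signal at least 10% of the positive control, reached in at least 60% of replicates, without over 20% cell loss; inconclusive = no rule given, readout overlaps actives, possibly toxicity-flagged; inactive = the rest, including those meeting only one limit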;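 note: in these data hits start at about 27%; measured in HUVEC primary endothelial cells; signal is the percent of cells scored E-selectin positive by PE staining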
Target sequence (P16581 whole entry, looked up): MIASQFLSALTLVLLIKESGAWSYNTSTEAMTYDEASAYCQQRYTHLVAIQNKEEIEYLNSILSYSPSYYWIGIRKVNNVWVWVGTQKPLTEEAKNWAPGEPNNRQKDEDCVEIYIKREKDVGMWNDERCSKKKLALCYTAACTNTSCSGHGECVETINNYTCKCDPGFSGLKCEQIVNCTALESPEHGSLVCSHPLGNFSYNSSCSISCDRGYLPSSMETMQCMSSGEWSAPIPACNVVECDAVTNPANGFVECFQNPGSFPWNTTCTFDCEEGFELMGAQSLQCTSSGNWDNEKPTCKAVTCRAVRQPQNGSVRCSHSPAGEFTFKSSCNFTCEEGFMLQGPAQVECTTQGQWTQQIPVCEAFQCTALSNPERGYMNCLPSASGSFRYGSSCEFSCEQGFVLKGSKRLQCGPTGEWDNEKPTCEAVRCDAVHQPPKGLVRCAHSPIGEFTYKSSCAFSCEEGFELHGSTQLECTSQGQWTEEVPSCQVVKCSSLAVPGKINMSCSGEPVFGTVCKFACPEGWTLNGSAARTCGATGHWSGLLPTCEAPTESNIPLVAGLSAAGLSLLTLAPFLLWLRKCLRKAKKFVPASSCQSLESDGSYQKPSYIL
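Assay system: HUVEC primary endothelial cells. Input: 3,000 HUVEC seeded per well. Doses: one compound dose added by pin transfer. Read-out basis: % PE-positive cells. Benchmarks: TNF-alpha high, DMSO low. Detection: immunofluorescence imaging. Buffer or medium: EGM-2, gelatin.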
XiGFP reactiv = activators of inactive X chromosome reactivation, primary screen, imaging, XiGFP fibroblasts, GFP high-content imaging, set 2; XiGFP mouse fibroblasts, % GFP-positive cells imaging, 3 d; cells co-treated with 5-aza-dC sensitizer; scaled so ellipticine positive control = 100%; activation, % at 7.58 µM; actives 0.055% (n = 360,000);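 active = mean normalized replicate activation at least 10% and every replicate at or above 10%; inconclusive = only one of the two criteria met; inactive = mean below 10% and not all replicates reach 10%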;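 note: 0% = median of on-plate neutral control wells and 100% = ellipticine 6 µM median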
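material = 68-5-11 XiGFP fibroblast line | medium = DMEM plus 5-aza-dC sensitizer | schedule = 3 days compound exposure | benchmarks = positive control ellipticine, 6 µM final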
esBAF inh = Bmi1 luciferase reporter increase in mESCs, primary screen, esBAF inhibitor project, mouse ES cells, Bmi1 luciferase knock-in, single point; reporter increase, % at 12.5 µM; 24 h; 100% = twice the neutral-well signal; actives 2% (n = 350,000); in the data active = activation above about 40%; inconclusive = no clear call, values can overlap the other calls;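 note: 0% = median of the plate's neutral control wells and 100% = double that signal; a rise in the Bmi1 reporter signal indicates esBAF inhibition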
The depositor's hits bear a star; ? = inconclusive; / = not tested or not shown; & = joins results of further samples.

SMILES	RAD52 inh	S100A4 inh HTS	RAD54 branch	ERp5 inh	ERAP1 HTS inh	E-sel inducer	XiGFP reactiv	esBAF inh
COc1ccc(/C=C2/SC(=O)N(CC(=O)Nc3cc(C)on3)C2=O)cc1OC	-26	-2	6	1	5	/	0.0	/
COc1ccc(-n2ncc3c(=O)n(CC(=O)Nc4ccc(S(=O)(=O)N5CCOCC5)cc4)cnc32)cc1	-5	2	-7	3	-3	/	0.0	/
Cc1c(O)cccc1C(=O)N[C@@H](CSc1ccccc1)[C@H](O)CN1C[C@H]2CCCC[C@H]2C[C@H]1C(=O)NC(C)(C)C	-13&-4	2&-4	1&2	5&-3	-2&-4	0.3&2.1	-0.1&0.3	3&11
Cc1ccc(Oc2ccc(OCC(=O)Nc3ccncc3)cc2)cc1	0	14	0	1	4	-0.1	0.2	-40
C/C(=N\NC(=O)C(O)c1ccccc1)c1cccnc1 (configuration not stated)	-11	-11	-1	2	3	-0.5	0.0	-2
CO[C@H]1CN(C)C(=O)c2ccc(NS(=O)(=O)CC(F)(F)F)cc2OC[C@@H](C)NC[C@H]1C	-28	-2	-1	4	/	-0.3	0.2	-3
N#CC1(P(=O)(c2ccccc2)c2ccccc2)CCCC1	-16	9	-9	1	-4	0.0	0.0	-1
CC1(C)Cc2nc(-c3ccccc3)nc(SCC(=O)N3CCCC3)c2CO1	-17	-3	-14	5	5	0.1	-0.1	-1
O=C(CSc1nc2ccsc2c(=O)n1Cc1ccccc1)NCC1CCCO1 (configuration not stated)	-13	-22	/	-4	5	/	0.5	/
COc1ccc(OC)c(NS(=O)(=O)c2ccc3[nH]c(=O)[nH]c3c2)c1	-3	-3	8	5	3	0.0	0.1	6
C[C@@H]1CN([C@H](C)CO)C(=O)c2cc(C#CC3CC3)cnc2O[C@H]1CN(C)C(=O)CC1CC1	-3	-2	6	0	-2	-0.1	-0.8	4
CSc1ncccc1C(=O)OCC(=O)NCc1cccs1	-20	9	2	-2	1	-1.6	0.2	1
COc1cccc(CNC(=O)C[C@H]2CC[C@@H]3[C@H](COc4ccc(NC(C)=O)cc4C(=O)N3C)O2)c1	/	/	-7	/	/	-0.1	0.2	-2
O=C(CCN1C(=O)S/C(=C\c2ccc(F)cc2)C1=O)Nc1ccc(O)cc1C(=O)O	-31	-3	3	5	-1	/	0.3	4
CCOC(=O)c1c(C)oc2ccc(OC(=O)N3CCOCC3)cc12	-5	1	-2	4	1	/	/	-5
CCOC(=O)CSc1nc(C(C)(C)C)nc2ccccc12	-3	-5	/	0	0	/	0.0	/
Cc1cc(C)c(NC(=O)c2ccc3c(c2)C(=O)N(Cc2cccnc2)C3=O)c(C)c1	-13	4	0	-3	0	/	0.2	1
COc1cccc(C#Cc2ccc([C@H]3[C@@H](CO)N(C(=O)C4CC4)[C@H]3C#N)cc2)c1	-29	-3	0	0	0	-0.2	-0.1	9
CCc1ccc(OCC(=O)NNC(=S)NC(=O)C2CCCCC2)c(Br)c1	-9	3	2	6	2	-0.3	0.0	/
COc1ccc(S(=O)(=O)N(CC(=O)NCc2ccncc2)c2ccc(C)cc2)cc1OC	-3	-4	-4	2	-2	/	0.3	2
CC(C)CC(N)c1csc(Nc2cnccn2)n1 (configuration not stated)	-16	-2	-2	0	7	-0.2	0.4	-1
CCCCC(=O)Nc1nnnn1CCC	-17	4	/	0	-1	/	0.0	/
COc1ccc(Cc2n[nH]c(=S)n2Cc2ccccc2)cc1Cl	-4	-4	12	-1	0	0.1	0.2	2
C=CCN1C(=O)/C(=C/C=C2/N(CC)c3ccc(S(=O)(=O)N(C)C)cc3N2CC)SC1=S	-41	-169	/	3	10	6.7	0.0	/
CCOC(=O)C1CCCN(C(=O)Cn2c(=O)c3cccn3c3cccnc32)C1 (configuration not stated)	-7	0	-5	3	0	/	0.1	1
O=c1[nH]c(C2CC2)nc2sc3c(c12)CCCC3	0	-1	/	4	-6	/	0.1	/
COc1cccc(N/C(=N/C(=S)Nc2ccc(C)cc2C)Nc2nc(C)cc(C)n2)c1	5	-1	13	6	-2	/	-0.1	6
CCN(CC)c1ccc(/C=N/NC(=O)C(O)c2ccccc2)cc1 (configuration not stated)	-13	1	-2	0	-12	-3.4	0.2	3
Brc1ccc(COCCc2cn(Cc3ccccc3)c3ccccc23)cc1	-8	5	/	-4	0	2.0	0.0	/
O=C(Cn1cnc2c(cnn2-c2ccc(Cl)cc2)c1=O)NC1CCCCC1	-12	3	-28	3	0	-0.1	0.0	-7
CCOc1ccccc1NC(=O)C1CCCCN1S(=O)(=O)c1ccc(F)cc1 (configuration not stated)	-14	6	6	0	-1	/	/	-9
Cc1cccc(-c2nc(C#N)c(N3CCC(C)CC3)o2)c1	-17	-6	-18	1	0	0.0	0.0	10
COC(=O)C[C@H]1c2cc(F)ccc2S(=O)(=O)N1Cc1ccccc1	-10	0	0	-4	-1	-0.2	-0.1	-1
Cc1ccc(OCCn2cnc3ccccc3c2=O)c([N+](=O)[O-])c1	-4	-1	/	0	1	/	-0.1	92*
O=C(NN=Cc1ccc(O)cc1O)c1ccccc1NS(=O)(=O)c1cccs1	-18	3	-3	-5	-2	/	0.1	4
COc1ccc(-c2cc3ccccc3n2CC(O)CN2CCCCC2)cc1 (configuration not stated)	-5	1	10	-2	3	/	0.1	7
Cc1ccc(CNC(=O)CSCc2ccc(F)cc2)cc1	-6	1	/	?	0	10	0.0	/
Cc1ccc(S(=O)(=O)N2CCN(C(=O)CN3CCCSc4ccccc43)CC2)cc1	-16	-3	3	0	-2	/	-0.1	-9
Cc1c(N/C=C(\Cl)C(=O)C(F)(F)F)c(=O)n(-c2ccccc2)n1C	-12	1	/	9	11	-0.1	0.0	/
COc1cc(/C=C2\SC(=S)N(CC(=O)NC3=NCCS3)C2=O)cc(OC)c1OC	-74	7	/	2	-6	/	0.4	/
CCn1cc(C(=O)N[C@@H](CC(C)C)C(=O)NCCCn2ccnc2)c(=O)c2cc3c(cc21)OCO3	-23	-3	3	6	0	/	0.0	-9
Cc1ccc2nc(-c3cccc(Cl)c3)c(Cc3cccc(Cl)c3)n2c1	-47	1	/	-4	/	-1.8	0.2	/
Cc1ccc(NNC(=O)c2ccno2)cc1C	-8	0	/	2	2	0.2	0.0	/
Cc1ccc(-c2ccc(C3[C@H]4CNC[C@@H]3N4S(=O)(=O)c3ccc(C)cc3)cc2)cc1 (some centres not stated)	-64	-24	/	0	0	0.4&0.2	0.0&0.0	/
COc1ccc2nc(NNC(=O)c3cc(=O)c4ccccc4o3)sc2c1	-36	-12	1	3	8	-0.3	0.3	11
COc1ccc(NC(=O)N(C)C[C@@H]2OCCCC[C@H](C)Oc3ccc(NS(=O)(=O)c4ccc(C)cc4)cc3C(=O)N([C@H](C)CO)C[C@H]2C)cc1	-28	-2	-5	2	6	/	0.2	-6
COc1ccccc1CNC(=O)CN(c1ccc(C)cc1)S(=O)(=O)c1c(C)n[nH]c1C	1	10	0	4	3	/	/	/
CCOC(=O)c1c(-c2ccc(F)cc2)csc1NC(=O)CN1C(=O)NC2(CCCCC2C)C1=O (configuration not stated)	-8	1	9	10	3	/	0.0	/

Arranged by SMILES length (low to high): some entries from above
SMILES	RAD52 inh	S100A4 inh HTS	RAD54 branch	ERp5 inh	ERAP1 HTS inh	E-sel inducer	XiGFP reactiv	esBAF inh
Cc1ccc(NNC(=O)c2ccno2)cc1C	-8	0	/	2	2	0.2	0.0	/
COc1ccc2nc(NNC(=O)c3cc(=O)c4ccccc4o3)sc2c1	-36	-12	1	3	8	-0.3	0.3	11
COc1ccccc1CNC(=O)CN(c1ccc(C)cc1)S(=O)(=O)c1c(C)n[nH]c1C	1	10	0	4	3	/	/	/
Cc1ccc(-c2ccc(C3[C@H]4CNC[C@@H]3N4S(=O)(=O)c3ccc(C)cc3)cc2)cc1 (some centres not stated)	-64	-24	/	0	0	0.4&0.2	0.0&0.0	/

(more compounds)
SMILES	RAD52 inh	S100A4 inh HTS	RAD54 branch	ERp5 inh	ERAP1 HTS inh	E-sel inducer	XiGFP reactiv	esBAF inh
CC(C)NC(=O)Nc1ccc2c(c1)C(=O)N([C@H](C)CO)C[C@@H](C)[C@H](CN(C)S(=O)(=O)c1ccccc1)OCCCC[C@@H](C)O2	2	121*	-6	-2	-6	0.2	0.1	2
CCNC(=O)C[C@H]1CC[C@H]2[C@H](COc3ccc(NC(=O)c4cccc(OC)c4)cc3C(=O)N2C)O1	4	-15	3	1	2	0.7	0.1	4
O=C(C1CCC1)N1CC[C@@H]2[C@H](CO)Nc3ccc(C#Cc4cccc(F)c4)cc3[C@@H]21	-62	-23	-5	1	1	31*	0.4	-4
CN(C)C(=O)C[C@@H]1CC[C@H](NC(=O)Nc2cccc(F)c2)[C@@H](CO)O1	-13	10	7	1	-4	-0.2	0.0	-1
CCOc1ccc(NC(=S)N2CCCN(Cc3cccc(Cl)c3)C2)cc1	-28	-3	/	2	-2	/	1.4	-14
COc1cc(C(=O)N2CCSCC2)ccc1OC1CCN(C(C)=O)CC1	-20	-4	-12	1	0	-1.7	0.3	12
COc1ccc(CN(C)C[C@H]2Oc3c(NC(=O)C4CCOCC4)cccc3C(=O)N([C@H](C)CO)C[C@@H]2C)cc1	-9	-4	-10	-4	-3	-0.1	0.0	-5
COc1cccc(CN2CCNC(=O)C2CC(=O)NCc2cn3ccc(C)cc3n2)c1OC (configuration not stated)	-11	-1	-2	3	-1	/	-0.6	/
CO[C@H]1CN(C)C(=O)c2cc(NC(=O)c3ccccc3F)ccc2OC[C@@H](C)N(C)C[C@H]1C	1	-63	3	2	0	-0.2	0.4	1
CCNC(=S)NNc1nncc2ccccc12	-3	-3	/	-5	-3	5.6	0.0	/
COc1cc([N+](=O)[O-])ccc1NC(=O)NNC(=O)c1sccc1C	-12	2	-3	3	1	6.4	0.5	2
CN(C)CC(=O)N1[C@@H]2c3cccc(=O)n3C[C@@H]2[C@@H](CO)[C@@H]1C(=O)NCc1ccccc1F	-2	-8	/	-1	0	0.0	0.5	/
Cc1ccccc1OCC(=O)N(CC(C)C)c1c(N)n(CC(C)C)c(=O)[nH]c1=O	-8	-6	/	-1	/	-0.1	/	/
Cc1cccc(N=C2NN=C(c3ccccc3F)CS2)c1C	1	-1	/	0	20	/	0.1	/
Cc1cc(/C=C2\SC(=S)NC2=O)c(C)[nH]1	-30	5	-8	-7	-2	0.0	0.0	7
O=C(COC(=O)C1COc2ccccc2O1)NC(=O)NC1CCCC1 (configuration not stated)	-7	-1	-4	4	0	/	/	-12
C=CCc1ccccc1OCC(O)CN1CCN(c2ccc(C)cc2)CC1 (configuration not stated)	12	1	-9	0	-3	/	/	-2

Screens deposited in PubChem BioAssay by Broad Institute.
